Compound activity deposited in PubChem BioAssay by several laboratories.
CIT2 TOR yeast: yeast TOR pathway CIT2-GFP modulation | S. cerevisiae CIT2-GFP strain, flow cytometry, 3 h; 100 means same as DMSO wells | GFP response vs DMSO, % at 10 µM | 320,000 compounds, 0.065% hits | AID 2029;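 active means GFP response relative to DMSO above a set limit, near the screen mean plus 3 SD, cut at about 150% in these data; inconclusive means Fewer than 70 cells measured for a yeast strain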;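 further: ratio of well median GFP fluorescence to mean of DMSO wells on the plate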
proCasp3 act: procaspase-3 (human) activation; recombinant procaspase-3 D3A, Ac-DEVD-pNA absorbance 405 nm; activation, % at 8.5 µM; 330,000 compounds, 0.11% hits;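 active means activation above the mean of all tested compounds plus 3 SD, cut at about 21% in these data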;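 further: 0% = DMSO alone and 100% = DMSO wells spiked with extra 5 µM PC-3 D3A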
Target sequence (P42574 whole entry D9A/D28A/D175A): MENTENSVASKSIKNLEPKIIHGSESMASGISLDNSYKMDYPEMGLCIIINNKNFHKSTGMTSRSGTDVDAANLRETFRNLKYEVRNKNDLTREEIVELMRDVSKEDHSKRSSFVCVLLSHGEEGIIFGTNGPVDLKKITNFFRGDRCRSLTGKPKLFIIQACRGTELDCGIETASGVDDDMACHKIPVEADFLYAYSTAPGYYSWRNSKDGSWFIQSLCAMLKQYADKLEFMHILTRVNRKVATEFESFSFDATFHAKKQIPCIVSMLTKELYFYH
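Test system: Procaspase-3 D3A mutant; medium: Zinc-free HEPES/NaCl buffer with 0.01% Triton X-100 at pH 7.4; reagent: DEVD-pNA substrate; doses: one concentration, 8.5 µM nominal, 0.8% DMSO; times: 1 h preincubation plus 2 h reaction at 25 °C; signal: Epi-absorbance at 405 nm of released p-nitroaniline, 0 and 120 min; replicates: singlicate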
AHR act: activators of human aryl hydrocarbon receptor; AHR-responsive luciferase reporter cells, luminescence; P35869; activation, % at 5 µM; AID 2796; 320,000 compounds, 2.5% hits; in the data active means activation above about 47%;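 further: 0% = vehicle wells and 100% = reference agonist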
MEP2-GFP yeast: yeast TOR pathway MEP2-GFP modulation. S. cerevisiae MEP2-GFP strain, flow cytometry GFP, 3 h; 100% = DMSO control level. GFP response vs DMSO, % at 10 µM. 330,000 compounds, 0.51% hits;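 active means GFP response versus DMSO above a set limit, roughly screen mean plus 3 SD, cut at about 180% in these data; inconclusive means fewer than 70 cells counted for a yeast strain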;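 further: median GFP fluorescence of the barcode-gated MEP2-GFP cells per well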
LAP4 TOR yeast: modulators of TOR pathway LAP4-GFP in S. cerevisiae. S. cerevisiae LAP4-GFP multiplex, flow cytometry GFP, 3 h; median GFP as percent of DMSO wells. GFP response vs DMSO, % at 10 µM. 320,000 compounds, 0.34% hits. AID 2023;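 active means GFP response vs DMSO above a set limit, about the screen mean plus 3 SD, cut at about 150% in these data; inconclusive means under 70 cell events counted for the yeast strain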
AGP1 TOR yeast: yeast TOR pathway AGP1-GFP modulation. S. cerevisiae AGP1-GFP multiplex flow cytometry, 3 h; GFP as percent of DMSO wells. GFP response vs DMSO, % at 10 µM. 320,000 compounds, 0.02% hits. AID 2066;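 active means GFP response relative to DMSO above a set limit, near screen average plus 3 SD, cut at about 150% in these data; inconclusive means fewer than 70 cells counted for the yeast strain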;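 further: median GFP channel fluorescence of the gated AGP1 strain per well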
RPL19A TOR yeast: modulators of TOR pathway RPL19A-GFP in S. cerevisiae; percent response vs DMSO, % at 10 µM; 330,000 compounds, 0.3% hits; AID 2025; S. cerevisiae RPL19A-GFP strain, flow cytometry, 3 h; stronger effect = lower value;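 active means percent response vs DMSO below 50%; inconclusive means fewer than 70 events counted for the yeast strain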;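 further: median channel GFP fluorescence of the barcoded RPL19A-GFP strain; ratio of sample median GFP to plate DMSO average so 100% = DMSO; lower means less RPL19A-GFP as with rapamycin TOR inhibition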
proCasp7 act: counter-screen for procaspase-3 activators: activators of human procaspase-7. activation, % at 8.5 µM. P55210. recombinant procaspase-7, Ac-DEVD-pNA absorbance 405 nm; D23A/D198A/D206A triple mutant, cannot self-cleave; scale: DMSO 0, 5 µM enzyme 100. 330,000 compounds, 0.093% hits;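 active means percent activation above the screen-wide mean plus 3 SD, cut at about 25% in these data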
Target sequence (P55210 whole entry D23A/D198A/D206A): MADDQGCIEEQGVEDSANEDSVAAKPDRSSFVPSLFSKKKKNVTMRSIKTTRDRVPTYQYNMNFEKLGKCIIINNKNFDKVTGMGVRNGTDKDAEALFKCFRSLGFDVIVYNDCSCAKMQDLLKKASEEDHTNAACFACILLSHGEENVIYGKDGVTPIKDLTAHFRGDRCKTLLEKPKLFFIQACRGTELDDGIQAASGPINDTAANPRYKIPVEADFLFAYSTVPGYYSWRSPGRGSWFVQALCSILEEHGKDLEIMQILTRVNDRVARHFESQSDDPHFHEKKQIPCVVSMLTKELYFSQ
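Assay system: Uncleavable procaspase-7 mutant enzyme; Input: 2 µM procaspase-7 mutant as dispensed; Also added: DEVD-pNA substrate; Medium: Zinc-free HEPES pH 7.4 with 300 mM NaCl, 0.01% Triton X-100; Timing: 1 h compound preincubation, 2 h substrate cleavage, 25 °C; Measured by: Epi-absorbance of released pNA at 405 nm, two timepoints.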
* hit, by the source's call; ? = inconclusive; . = not tested or not shown; [ ] = another dose, or the depositor's remark.

No.	Structure	AHR act	CIT2 TOR yeast	proCasp7 act	LAP4 TOR yeast	proCasp3 act	RPL19A TOR yeast	MEP2-GFP yeast	AGP1 TOR yeast
1	CC(C)(C)OC(=O)NCCCC1=CC2=CC(=O)C(C)(O)C(=O)C2=CO1 (stereo not drawn)	1	97	-10	90	8	96	101	97
2	CSc1nc(N2CCN(C)CC2)c2c(c1C#N)CC(C)(C)OC2	4	107	-3	115	4	103	110	114
3	O=c1cc(NCCCO)c2ccccc2o1	3	99	-6	105	2	103	101	107
4	CCOC(=O)C(Cc1ccccc1)NC(C)=O (stereo not drawn)	0	103	-5	98	11	98	104	108
5	COc1ccc(N(C(=O)c2ccccc2OC(C)=O)C(C)C2CC2)cc1 (stereo not drawn)	15	106	-6	113	0	106	107	108
6	O=C(CN1C(=O)C2CCCCC2C1=O)Nc1nc(-c2ccc(F)cc2)cs1 (stereo not drawn)	4	105	3	107	12	98	100	104
7	CC(=O)c1ccc(OCC(O)COc2ccc(C(C)=O)cc2)cc1	0	103	0	100	2	103	106	109
8	Cc1ccc(OCCCCn2ccnc2C)c(C)c1	-3	117	6	139	10	71	196*	118
9	Cn1c(N)c(C(=O)COC(=O)CCc2c[nH]c3ccccc23)c(=O)n(C)c1=O	6	99	9	93	-8	.	101	96
10	Cc1cccc2nc(-c3ccco3)oc(=O)c12	2	97	-10	89	-4	99	97	88
11	C/C(=N\NC(=O)c1nn(C)cc1Br)c1ccc(NC(=O)c2ccncc2)cc1	31	94	13	96	5	100	101	96
12	Clc1ccc(/C=N/c2c(-c3ccco3)nc3ccccn23)cc1	5	97	-8	99	-1	99	102	100
13	COc1ccc(NC(=O)c2cc(-c3ccccc3)oc2C)cc1	10	96	6	91	0	101	100	90
14	CC(C)[C@H](CO)Nc1nc(NCc2ccc(S(N)(=O)=O)cc2)c2ncn(C(C)C)c2n1	15	93	8	121	-6	100	95	87
15	Cc1nc([N+](=O)[O-])cn1CC(=O)c1ccccc1	2	91	-2	105	-2	94	111	97
16	Nc1nc2ccccc2n1CCOc1ccc(F)cc1	3	95	-1	103	-4	99	102	99
17	CCC(C)C(=O)Nc1nc(C)c(-c2csc(Nc3ccccc3OC)n2)s1 (stereo not drawn)	110*	99	-7	109	-4	116	97	99
18	C/C(=N/NC(=O)C1CC1(c1ccccc1)c1ccccc1)c1cccs1 (stereo not drawn)	7	102	2	100	9	106	102	107
19	CCN(CC(=O)NCc1cccs1)c1ccc(S(=O)(=O)N2CCCC2)cn1	-2	101	0	108	-1	93	92	96
20	O=C(CCc1nc2ccccc2[nH]1)N1CCc2ccccc2C1	5	104	1	102	3	104	106	105
21	COc1cc(S(=O)(=O)n2ccc(C)n2)c(OC)cc1Cl	-1	101	3	99	-1	95	102	100
22	Cc1cc(O)ccc1NC(=S)NC(=O)c1cncc(Br)c1	60*	104	0	115	2	104	115	103
23	Cc1ccc(C(=O)NCCNC(=O)c2ccc(C)o2)o1	-1	102	10	103	0	108	104	108
24	COC(=O)c1ccc(Nc2nc(C)cc(C)n2)cc1	5	98	8	95	0	98	98	95
25	CCCn1c(SCC(=O)Nc2ccccc2C(=O)OC)nc2c1c(=O)n(C)c(=O)n2C	1	85	2	99	1	93	93	93
26	CCN(C[C@H]1N[C@@](Cc2ccccc2)(C(=O)OC)[C@H]2C(=O)N(Cc3ccccc3)C(=O)[C@@H]12)C(=O)c1ccccc1	1	110	-8	99	8	104	104	106
27	Cc1c(C(=O)N2CCN(S(=O)(=O)c3ccccc3)CC2)oc2ccc(Br)cc12	-4	110	-2	114	3	93	122	104
28	CSc1ccccc1OCc1cc(C(=O)N(C)Cc2cnccn2)no1	1	95	-1	90	2	102	101	94
29	Cc1[nH]c2ccccc2c1/C=N/NC(=O)CNC(=O)COc1ccccc1	39	97	2	103	-2	98	101	103
30	CCC(=O)Nc1nc(C)c(C(=O)N2CCCCC2)s1	10	111	1	105	10	102	104	107
31	O=C(c1ccc(C(F)(F)F)cc1)N1CCN(S(=O)(=O)c2ccc3c(c2)OCCCO3)CC1	0	98	10	95	-4	101	96	99
32	O=C(CSc1nc2ccccc2c(=O)n1-c1ccccc1)NCC1CCCO1 (stereo not drawn)	-2	99	-11	93	0	106	106	99
33	Cc1noc(C)c1Cc1ccc(O)cc1	2	95	7	92	-3	100	95	.
34	CCCC(C(=O)O)N1C(=O)/C(=C2\C(=O)N(C)c3ccccc32)SC1=S (stereo not drawn)	12	95	-27	95	-12	96	93	93
35	CCOc1ccc(N(CC(=O)NC2CC3CCC2C3)S(=O)(=O)c2ccccc2)cc1 (stereo not drawn)	1	99	13	96	-1	103	104	103
36	CCOC(=O)C1(Cc2ccccc2)C(=O)Nc2ccccc21 (stereo not drawn)	-1	108	7	130	-6	98	111	111
37	Cc1ccccc1CN1C2=NCCN2c2ccccc21	-1	95	1	88	0	94	88	97
38	O=C(c1ccc([N+](=O)[O-])o1)N1CCCCCC1	0	82	-18	98	3	95	89	92
39	COc1cccc(NC(=O)COc2cc(O)c3c(c2)OC(C)(C)CC3=O)c1	2	106	-11	110	6	100	112	100
40	O=C(CSc1nnc(-c2ccccc2F)n1CCc1ccccc1)Nc1ccc2[nH]c(=O)[nH]c2c1	1	88	3	98	10	98	94	123
41	COc1ccc(-n2c(C)cc(/C=C3\C(=O)NN(c4ccccc4)C3=O)c2C)cc1	-1	97	-2	101	-4	100	101	104
42	O=C(/C=C/c1cccnc1)c1ccc(O)cc1	-1	94	-1	111	-6	98	93	101
43	c1ccc2c(NC3CCCC3)nnc(NC3CCCC3)c2c1	30	103	7	95	5	100	98	102
44	C=CCN1C(=O)C(Cc2cccc(Cl)c2)S/C1=N/N=C/c1ccco1 (stereo not drawn)	-2	110	9	109	-1	107	114	115
45	COCCCNC(=S)NCCNc1nc2cc(C)cc(C)c2cc1C#N	0	96	0	94	-7	93	91	95
46	O=C(NCC(=O)N1CCCC1)c1ccccc1F	0	107	-13	113	3	105	109	103
47	O=C1C=CC2C(c3ccc4c(c3)OCO4)CC1N2Cc1ccccc1 (stereo not drawn)	-1	86	-9	95	-1	99	91	89
48	COC(=O)/C(=N/Nc1ccccc1OC)N1CCCc2ccccc21	15	109	-11	101	-4	99	98	99
49	COP(=O)(OC)C(Nc1cc(Cl)cc(Cl)c1)c1cccc(O)c1 (stereo not drawn)	1	98	-2	88	8	102	104	99
50	OC(CSc1c(Cl)cccc1Cl)CN1CCN(c2ccccc2F)CC1 (stereo not drawn)	-3	91	6	103	-6	99	99	103
51	COc1ccc(N2C(=O)c3ccc(C(=O)Nc4cc(OC)ccc4OC)cc3C2=O)cc1	2	112	1	102	1	102	101	103
52	COc1ccc(C(=O)Nc2ccc(C(=O)c3ccccc3)cc2)cc1	0	101	8	114	7	99	107	103
53	Cc1ccc(-n2c(-c3nn(C)c(C)c3Cl)n[nH]c2=S)cc1	-1	100	-11	99	-3	102	99	106
54	CCC(=O)Oc1ccc(C(=O)Nc2cccc(C(=O)NC(C)(C)C)c2)cc1	9	107	-1	89	13	106	105	101
55	Cc1cccc(CSc2nnnn2-c2ccccc2)c1	6	88	-8	92	2	88	96	86
56	Cc1nc(CS(=O)(=O)c2ccccn2)sc1C(=O)NNC(=O)c1c(F)cccc1Cl	-1	91	5	110	-6	96	97	98
57	COc1cccc2sc3cc(C#CC4(O)CCCCC4)ccc3c(=O)c12	0	73	-9	90	-5	87	92	86
58	O=C(Nc1ccc(F)cc1)Oc1ccc[nH]c1=O	2	103	-3	102	12	108	113	106
59	Cc1cc(C)c2cc(C(=O)N3CCC(Cc4ccccc4)CC3)[nH]c2c1	6	102	8	103	-14	99	92	102
60	Cc1cc(C(=O)Nc2ccc3c(c2)OCCO3)co1	11	101	-1	103	3	100	102	102

Next structures follow.
No.	Structure	AHR act	CIT2 TOR yeast	proCasp7 act	LAP4 TOR yeast	proCasp3 act	RPL19A TOR yeast	MEP2-GFP yeast	AGP1 TOR yeast
61	CC(=Nc1ccc(C)cc1)c1sc2ccccc2c1O	10	96	0	102	-11	99	105	102
62	CCc1ccccc1NC(=O)C(C#N)Cc1cccnc1 (stereo not drawn)	-1	?	14	93[may fluoresce violet]	2	61[may fluoresce violet]	209*[may fluoresce violet]	?
63	NC(=O)c1cc(-c2ccccc2)nc(N2CCOCC2)n1	42	91	1	103	2	95	97	91
64	Cn1c(=O)cc(OCCCC(=O)Nc2cccnc2)c2ccccc21	-1	100	9	89	-1	100	97	104
65	CCOc1cc(/C=N/NC(N)=O)cc(Br)c1OCc1ccccc1F	35	102	-1	97	4	105	104	101
66	O=C(NCc1ccc2c(c1)OCO2)C1CCN(S(=O)(=O)N2CCOCC2)CC1	-3	94	0	100	0	102	116	100
67	O=C1CSC(=O)N1CCOCCN1C(=O)CSC1=O	3	.	5	94	6	101	100	102
68	C[C@H](NC(=O)c1nc[nH]c1C(=O)NCc1ccc(CNC(=O)OC(C)(C)C)cc1)C(=O)OC(C)(C)C	-2	87	-8	112	7	99	88	86
69	COc1cc(Br)cc2cc(C(=O)N3CCN(C(=O)c4ccco4)CC3)c(=O)oc12	1	.	2	88	6	91	89	92
70	COc1cc(OCC(=O)NC(C)C)cc2c1C(=O)O[C@@H](C)CCCC(=O)CCCCC2	1	99	6	92	2	101	109	95
71	CCOc1ccc(C2C(C#N)=C(N)N(N(C)C)C3=C2C(=O)CC(C)(C)C3)cc1 (stereo not drawn)	0	98	-6	84	-9	103	103	92
72	CCc1ccccc1NC(=O)CSc1nnc([C@@H](NC(=O)OC(C)(C)C)C(C)C)o1	-1	89	8	101	7	96	89	89
73	CCOC(=O)/C(=C\c1ccccc1)NC(=O)c1ccccc1	5	85	3	102	-3	101	101	97
74	Cc1ccc(C(=O)NC(=S)NNC(=O)c2ccccc2)cc1	2	109	-20	114	0	108	115	104
75	CCCn1c(/C=C/c2ccco2)nc2ccccc21	8	101	2	104	12	105	108	99
76	Cc1c(NC(=O)CN2C(=O)NC3(CCC(C)CC3)C2=O)c(=O)n(-c2ccccc2)n1C (stereo not drawn)	0	95	13	108	-2	100	100	105
77	Cc1cc(CN(C)C(=O)c2ccc3nc(Cc4ccccc4F)oc3c2)on1	8	96	0	92	0	93	95	93
78	O=C(COC(=O)c1cccc(S(=O)(=O)N2CCc3ccccc32)c1)Nc1ncc(Cl)cc1Cl	17	106	9	99	2	101	104	108

Compounds listed so far that have a nitro group on carbon (two):
No.	Structure	AHR act	CIT2 TOR yeast	proCasp7 act	LAP4 TOR yeast	proCasp3 act	RPL19A TOR yeast	MEP2-GFP yeast	AGP1 TOR yeast
15	Cc1nc([N+](=O)[O-])cn1CC(=O)c1ccccc1	2	91	-2	105	-2	94	111	97
38	O=C(c1ccc([N+](=O)[O-])o1)N1CCCCCC1	0	82	-18	98	3	95	89	92
